Screening data: PubChem, Broad Institute
FN deposit inh: fibronectin deposition inhibition; AH1F fibroblasts, Alexa488-fibronectin deposition fluorescence, overnight; inhibition, % at 12.6 µM; 350,000 compounds, 0.086% hits;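 active = mean inhibition across replicates of 30% or more, regardless of how many single replicates reach that level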;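 note: positive control wells lacked labelled fibronectin entirely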
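material = AH1F fibroblast monolayer depositing Alexa488-labelled fibronectin into matrix | amount = 10000 AH1F cells/well | buffer or medium = DMEM plus 2% serum, read in PBS | incubation = 1 h cell adhesion before compound, then overnight fibronectin incubation | detection = fluorescence at 485 nm excitation, 525 nm emission | evaluation = percent inhibition as loss of matrix-bound fibronectin fluorescence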
esBAF inh: SWI/SNF esBAF complex inhibition; mouse ES cells, Bmi1-luciferase knock-in reporter, 24 h; 100% = twice the neutral-well signal; reporter increase, % at 12.5 µM; 350,000 compounds, 2% hits; AID 602393; in the data active = activation above about 40%;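 note: 0% = median of the plate's neutral control wells and 100% = double that signal; a rise in the Bmi1 reporter signal indicates esBAF inhibition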
RAD54 inh: inhibitors of human RAD54 branch migration | AID 602329 | RAD54 Holliday junction branch migration, FAM/BHQ fluorescence | inhibition, % at 10.4 µM | 360,000 compounds, 0.14% hits;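 active = mean normalized replicate activity at least 40 and at least half of replicates scoring 40 or more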;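 note: 0% = median of neutral control wells and 100% = median of positive control wells; inhibitors cause a drop in the FAM fluorescence signal; in these data hits start at about 50%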
Target sequence (Q92698 whole entry, looked up): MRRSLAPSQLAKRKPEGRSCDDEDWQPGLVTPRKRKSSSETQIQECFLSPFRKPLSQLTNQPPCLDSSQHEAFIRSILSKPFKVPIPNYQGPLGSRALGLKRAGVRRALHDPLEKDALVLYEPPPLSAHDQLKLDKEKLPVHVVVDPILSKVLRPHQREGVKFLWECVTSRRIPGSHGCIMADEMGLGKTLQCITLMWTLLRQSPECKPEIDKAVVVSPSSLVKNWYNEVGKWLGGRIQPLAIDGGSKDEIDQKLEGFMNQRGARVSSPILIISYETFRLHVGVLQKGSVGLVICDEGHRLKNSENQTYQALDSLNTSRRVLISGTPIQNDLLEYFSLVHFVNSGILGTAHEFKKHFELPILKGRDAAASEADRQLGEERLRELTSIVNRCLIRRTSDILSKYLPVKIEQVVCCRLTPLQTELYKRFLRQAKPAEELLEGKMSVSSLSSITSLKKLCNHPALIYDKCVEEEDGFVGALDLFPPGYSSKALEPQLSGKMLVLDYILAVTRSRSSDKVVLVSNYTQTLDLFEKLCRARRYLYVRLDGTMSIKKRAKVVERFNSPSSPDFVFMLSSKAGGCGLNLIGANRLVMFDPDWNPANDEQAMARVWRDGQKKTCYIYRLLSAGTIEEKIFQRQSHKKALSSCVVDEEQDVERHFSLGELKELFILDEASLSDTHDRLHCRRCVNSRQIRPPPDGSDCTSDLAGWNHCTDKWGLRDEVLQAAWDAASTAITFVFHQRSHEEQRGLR
Active calls of the source: *. This is a subset, so the mix of outcomes need not match the whole.

structure,FN deposit inh,esBAF inh,RAD54 inh
Cc1cc(C(F)(F)F)n2nc(-c3cnn(C)c3C(F)(F)F)c(Cl)c2n1,7,-7,4
CCOc1ccc(S(=O)(=O)N2Cc3ccccc3CC2C(=O)NCCCn2ccnc2)cc1 (centres undefined),0,2,-26
COc1ccc(OC)c(C(=O)CSc2nc3cccnc3n2C)c1,-3,5,3
COc1ccccc1NC(=O)C1=C(C)Nc2nnnn2C1c1cccc(Br)c1 (centres undefined),-9,-12,0
Cc1sc2nc(SCc3ccccc3)n(Cc3ccco3)c(=O)c2c1C,0,-8,-1
NC(=O)c1ccsc1NC(=O)CN1C(=O)C2CC=CCC2C1=O (centres undefined),6,2,-4
CSc1nsc(SCC(=O)Nc2cccc(C(C)=O)c2)n1,22,17,-2
Cc1cccc(C)c1OCC(=O)N1CC2(C)CC1CC(C)(C)C2 (centres undefined),2,-3,-3
COc1ccc(OC)c(N2CC(O)=C(c3nc4ccccc4s3)C2=N)c1,10,0,4
Cc1ccc(C(=O)NC=C(Cl)Cl)cc1,-5,18,-3
COc1ccc(S(=O)(=O)Nc2ccc(Cl)cn2)c(C)c1C,-8,1,1
CCCNS(=O)(=O)c1ccc(CCC(=O)NCc2cccnc2)cc1,-1,-9,-3
CCn1cnc2c1c(=O)n(Cc1csc(-c3ccccc3)n1)c(=O)n2Cc1ccccc1,2,6,0
Cc1nc2cc(O)ccc2n1C,6,-4,-4
Cc1ccc(CCNc2ccccc2)c[n+]1[O-],6,2,-15
COc1ccc(-c2c3c(=O)n(C)c(=O)n(C)c3cn2N2CCOCC2)cc1,9,1,11
Cc1nn(-c2ccccc2)c(Cl)c1C(=O)OC(C)C(=O)Nc1ccc2c(c1)OCO2 (centres undefined),-6,-6,2
CCOC(=O)Cn1nnnc1CN(Cc1cccs1)Cc1cc2cc(C)cc(C)c2[nH]c1=O,11,14,-2
Cc1ccccc1OCc1nnc(SCC(=O)Nc2ccc3c(c2)oc2ccccc23)n1C,5,11,-3
CN1CCN(c2nc(C(N)=O)cc(-c3ccccc3)n2)CC1,5,-5,41
CCOC(=O)c1cccc(S(=O)(=O)N(CCO)Cc2cc3cc(OC)c(OC)cc3[nH]c2=O)c1,-2,4,6
O=C(NNC(=O)c1ccccc1Br)c1cccc(Cl)c1,-1,34,-3
CC1CCC(NC(=O)CN2CCC(n3nnc4cc(F)ccc43)CC2)CC1 (centres undefined),-14,7,3
CC(=O)Nc1ccc(-c2nnc(SCc3c(C)cc(C)cc3C)n2C)cc1,10,4,-8
CCOc1ccc(OCC)c(NC(=O)C2CCN(c3ncccn3)CC2)c1,6,-10,2
O=C(CN1C(=O)c2cccc3cccc1c23)Nc1ccc2c(c1)OCO2,5,3,-8
CCN(Cc1ccccc1)C(=O)C1CCN(Cc2ccc(OC)c(OC)c2OC)CC1,-2,1,-3
NCC/C=C1/c2ccccc2CSc2ccccc21,12,5,4
Cc1cc(/C=C(\C#N)C(=O)NCc2ccco2)c(C)n1C1CCCC1,1,53*,16
CCOC(=O)CSc1nnc(CNC(=O)c2ccccc2OC)n1-c1ccc(OC)cc1,-3,-1,5
Cc1ccccc1-c1nc2sc(-c3ccccc3)cc2c(=O)o1,1,6,1
Cc1c(Cl)cccc1Nc1nc(N)nc(CSc2ncccn2)n1,-9,52*,-12
CCOc1ccc(Oc2ccc(-c3nnc(-c4ccccc4)o3)cc2[N+](=O)[O-])cc1,-16,14,4
CN(C)c1nc(N)nc(Cn2ccnc2)n1,7,2,-10
CC(C)C(C(=O)Nc1ccc(S(=O)(=O)N2CCOCC2)cc1)N1C(=O)c2ccccc2C1=O (centres undefined),7,-10,-5
CCCCCC(=O)N1CCCC(c2nc(-c3ccc(OC)cc3)no2)C1 (centres undefined),-16,4,-3
COc1ccc(S(=O)(=O)N(C)CC(=O)N2CCN(c3ccc(F)cc3)CC2)cc1OC,9,-7,0
O=C(Nc1nc(-c2ccc(S(=O)(=O)N3CCCCCC3)cc2)cs1)c1cccs1,-7,3,7
O=C(Nc1nc(COc2ccccc2)cs1)C12CC3CC(CC(C3)C1)C2,-6,26,2
O=C(COc1ccccc1Cl)NCCCN1CCOCC1,-6,2,-10
CCn1c(C)[n+](CCCS(=O)(=O)[O-])c2cc(Cl)c(Cl)cc21,0,-5,-4
CCn1c(CNc2ccc(OC)cc2)nnc1SCC(=O)N1CCCc2ccccc21,1,11,0
CCOC(=O)c1c(N)sc(C(N)=O)c1C,3,-1,3
Cc1ccc(NC(=O)Cn2c(/C=C/c3ccccc3)nc3ccccc32)cc1C,8,28,0
CCn1c(C)cc2c(c1=O)C(c1ccccc1Br)C(C#N)=C(N)O2 (centres undefined),6,-1,-4
COc1ccc(C2C(C(=O)N3CCN(c4ccccc4F)CC3)c3ccccc3C(=O)N2C)cc1 (centres undefined),-10,5,-5
CCOC(=O)c1cc2c(N)c(C(=O)c3cc(C#N)c(SC)nc3C)sc2nc1C,3,-6,-7
CCN(CC)S(=O)(=O)c1ccc(S(=O)(=O)Nc2ccc3c(c2)oc2ccccc23)cc1,1,-3,-8
O=C(O)c1nsc(Cl)c1Cl,13,-4,-20
COc1ccc(-c2c[n+]3c4n2CCCCC4=C(c2ccccc2)C3)cc1,3,-2,9
Nc1ncc(-c2ccccc2)n1CC1CCCO1 (centres undefined),-3,2,10
COC(=O)CC1Nc2ccccc2SC1=O (centres undefined),-6,0,14
Cc1ccccc1C(=O)NC(=S)NCC(=O)c1ccccc1,6,9,7
COc1ccc(/C=C2/SC(=S)N(CCC(=O)O)C2=O)cc1,2,-71,-11
Cc1oc(-c2ccccc2)nc1CC(=O)O,-3,5,-2
CCOC(=O)c1ccc(-n2c(C)nc3c(cnn3-c3ccccc3Cl)c2=O)cc1,15,-6,11
O=C(NN=C1CCCCCCC1)c1ccccn1,-13,37,-5
CC(C)c1nnc(NC(=O)c2cnccn2)s1,-5,29,2
O=C(CN1CCN(Cc2ccccc2)CC1)c1c[nH]c2ccccc12,21,1,13
CC(NC(=O)N(Cc1ccccc1)Cc1ccc2c(c1)OCO2)(C(F)(F)F)C(F)(F)F,-5,0,6

(further entries)
structure,FN deposit inh,esBAF inh,RAD54 inh
COc1ccccc1NC(=O)COc1ccc(C(=O)OCC(=O)N2CCCC2=O)cc1OC,3,-8,1
O=C(Oc1ccccc1C(=O)N1CCOCC1)c1ccccc1,3,-2,5
COc1ccc(N(C)C(=O)CCS(=O)(=O)c2cccc3nonc23)cc1,-5,-1,-5
CC(C)C(c1nnnn1Cc1ccco1)N1CCN(C2CCCC2)CC1 (centres undefined),-14,-1,-13
CCOc1ccc2[nH]c3c(N4CCN(c5ccccn5)CC4)ncnc3c2c1,10,-3,7
COc1ccc(NC(=O)CSc2nc(NS(=O)(=O)c3ccc(C)cc3)cc(=O)[nH]2)cc1,2,-9,-1
CCOc1cc(NC(=S)Nc2ccccc2)c(OCC)cc1NC(=O)c1ccccc1,3,1,-1
O=C(O)C1CCN(Cc2cnn(-c3ccccc3)c2-n2cccc2)CC1,-1,3,-2
Cc1ccccc1N1CC(c2nc3ccccc3[nH]2)CC1=O (centres undefined),1,-8,-8
Cc1[nH]n(-c2ccccc2)c(=O)c1C(c1ccc(O)c([N+](=O)[O-])c1)c1c(C)[nH]n(-c2ccccc2)c1=O,2,5,-3
Cc1ccc(-c2nn[nH]n2)o1,-6,4,-26
Cc1cc(NC(=O)C(C)Oc2ccc(Cl)cc2Cl)n(-c2ccccc2)n1 (centres undefined),6,-3,-2

Single records (already shown). Screens in order: FN deposit inh, esBAF inh, RAD54 inh
Cc1ccc(-c2nn[nH]n2)o1 is listed as -6, 4, -26
Cc1cc(NC(=O)C(C)Oc2ccc(Cl)cc2Cl)n(-c2ccccc2)n1 (centres undefined) is listed as 6, -3, -2
Cc1[nH]n(-c2ccccc2)c(=O)c1C(c1ccc(O)c([N+](=O)[O-])c1)c1c(C)[nH]n(-c2ccccc2)c1=O is listed as 2, 5, -3

New compounds follow.
SMILES,FN deposit inh,esBAF inh,RAD54 inh
CC1=C(C(=O)N2CCOCC2)C(c2cc(C)cs2)NC(=O)N1 (centres undefined),3,-9,-46
O=C(C1CC1)N1CCN(c2nc3ccccc3s2)CC1,-7,46*,-5
Cc1nn(C)c(C(=O)Nc2ccc(Cn3cccn3)cc2)c1[N+](=O)[O-],-5,6,13
CS(=O)(=O)c1nc2ccccc2n1Cc1ccccc1,-50,-3,2
O=C(OCCCCN1C(=O)c2ccccc2C1=O)c1ccc(Br)o1,-5,-8,0
O=C1CC(c2ccccc2)Cc2nc(N3CCc4ccccc43)ncc21 (centres undefined),-6,-2,1
CN1CCCc2cc(C#N)c(=O)[nH]c21,-5,-3,0
CC(=O)N1CCc2cc(S(=O)(=O)NCCC(=O)N3CCN(c4ccccn4)CC3)ccc21,-7,-5,5
C=CCn1c(SCC(=O)Nc2cccc(C)c2)nnc1-c1cnccn1,-3,-9,-1
O=C(Nc1cccc(F)c1)C1CCN(c2nnnn2-c2ccccc2)CC1,4,5,0
N/C(COc1cccc(C(F)(F)F)c1)=N\NC(=O)c1cccnc1Oc1ccccc1,0,-12,-1
Cc1ccc(C(=O)NCCCC(=O)O)o1,0,-4,-11
COc1ccc2sc3ccccc3c(=O)c2c1,5,34,16
Cc1ccccc1C(=O)NNC1=NCCC1,10,-3,-9
CCN(CC)S(=O)(=O)c1cccc(C(=O)Nc2cc(C)cc(C)c2)c1,11,27,3
CCOc1nc(Nc2ccc(OC)cc2)nc(OCC)n1,1,-1,6
Cc1ccn2cc(C(=O)Nc3ccc4c(c3)OCCO4)nc2c1,-5,37,1
CN(C)CC(C)(C)CNS(=O)(=O)c1cccc(Cl)c1Cl,-1,-2,-7
CC(C)N(C(=O)CSc1nc2ccccc2n1Cc1ccc(F)cc1)C(C)C,-3,-10,4
CCN(CC)S(=O)(=O)c1cccc(C(=O)Oc2cccnc2)c1,-3,-1,-3

esBAF inh, hit marks shown above
| SMILES | esBAF inh |
| --- | --- |
| Cc1cc(/C=C(\C#N)C(=O)NCc2ccco2)c(C)n1C1CCCC1 | 53* |
| Cc1c(Cl)cccc1Nc1nc(N)nc(CSc2ncccn2)n1 | 52* |
| O=C(C1CC1)N1CCN(c2nc3ccccc3s2)CC1 | 46* |

More results follow:
SMILES,FN deposit inh,esBAF inh,RAD54 inh
COCCn1nnnc1CN1CCC(Cc2ccccc2)CC1,-3,-9,-4
Cc1ccc(-c2csc(NC(=O)CSC3=NCCS3)n2)cc1,-17,45*,5
COCCCn1c(SCC(=O)NC2CCCCC2)nnc1-c1ccncc1,-3,-3,7
CCOc1ccccc1CNC(=O)C1CCC(=O)N1C(C)C (centres undefined),-1,-11,0
O=c1cc(NCc2ccc3c(c2)OCO3)[nH]c(=O)n1-c1ccc(Cl)cc1,8,-3,3
Fc1ccccc1N1CCN(CC2CC3C=CC2C3)CC1 (centres undefined),-1,4,-7
O=C(CCN1CCc2ccccc2C1)Nc1ccccc1F,-4,2,11
CCOc1ccccc1CNn1nnnc1N,-2,-2,-3
COc1ccc(NC(=O)c2cc(-c3cc(C)ccc3O)n[nH]2)cc1Cl,-1,8,0
CCOc1cc(C)c(Cl)cc1S(=O)(=O)n1nnc2ccccc21,3,12,-5
COc1ccc(NC(=O)CNc2cccc(C#N)c2)cc1Cl,4,10,1
O=c1nc2n(c3c4c(sc13)CCC4)CCC2,-2,-9,-2
Cc1ccc(C)c(S(=O)(=O)NC(CC(C)C)C(=O)O)c1 (centres undefined),5,7,3
Cn1ccnc1SCC(=O)N(C1CCCCC1)C1CCCCC1,-8,23,-19
CC(=O)Nc1nc(CC(C)C)cc(-c2ccco2)c1C#N,-3,-2,-5
COC(=O)Cn1cc(C(=O)OC)c2ccccc21,1,-8,0
O=S(=O)(NCc1cc(-c2ccc(Cl)cc2)no1)c1ccccc1,-2,7,3
COC(=O)C1C2C=CC3(CN(CC4CCCO4)C(=O)C13)O2 (centres undefined),-5,-8,-4
O=C1OCCC1Sc1nc2ccccc2[nH]1 (centres undefined),2,-1,2
Cc1c(NC(=O)C(C)OC(=O)CC2Sc3ccccc3NC2=O)c(=O)n(-c2ccccc2)n1C (centres undefined),-1,19,-7
CC1(C)C(=O)Nc2ccccc2N1C(=O)COC(=O)c1ccc(Cl)c(S(=O)(=O)NCc2ccccc2)c1,1,6,-8
Cn1c2ccccc2c2c(C(=O)NCc3ccco3)cn(C3CCCCC3)c(=O)c21,10,-7,-6
O=S(=O)(Nc1cccnc1)c1ccc(Cl)cc1,-3,-3,5
CCOC(=O)CCN(Cc1cccs1)S(=O)(=O)c1ccc(F)cc1,5,1,-4
O=C(C1CCCN1C(=O)c1cccs1)N1CCc2ccccc21 (centres undefined),15,-4,-17
COc1ccc(C)cc1N(CC(N)=O)S(=O)(=O)c1ccc(C)cc1,-8,-2,12
O=C(O)CCc1ccc(-c2ccccc2)n1NC(=O)c1sc2ccccc2c1Cl,-1,-10,-7
